Compound activity as filed in PubChem BioAssay.
LmPK inh – inhibitors of Leishmania mexicana pyruvate kinase; 290,000 compounds, 0.37% hits; Potency, µM (titrated, usually from 57.5 µM), without a hit: at the top dose activity change, negative = inhibition, actives largely listed as inhibitors; purified LmPK, Kinase-Glo ATP luminescence, 1 h; Q27686; AID 1721; note: potency is the fitted concentration of half-maximal effect; % is set by controls: 0 for no effect and ±100 for the full control effect
Target sequence (Q27686 whole entry, looked up): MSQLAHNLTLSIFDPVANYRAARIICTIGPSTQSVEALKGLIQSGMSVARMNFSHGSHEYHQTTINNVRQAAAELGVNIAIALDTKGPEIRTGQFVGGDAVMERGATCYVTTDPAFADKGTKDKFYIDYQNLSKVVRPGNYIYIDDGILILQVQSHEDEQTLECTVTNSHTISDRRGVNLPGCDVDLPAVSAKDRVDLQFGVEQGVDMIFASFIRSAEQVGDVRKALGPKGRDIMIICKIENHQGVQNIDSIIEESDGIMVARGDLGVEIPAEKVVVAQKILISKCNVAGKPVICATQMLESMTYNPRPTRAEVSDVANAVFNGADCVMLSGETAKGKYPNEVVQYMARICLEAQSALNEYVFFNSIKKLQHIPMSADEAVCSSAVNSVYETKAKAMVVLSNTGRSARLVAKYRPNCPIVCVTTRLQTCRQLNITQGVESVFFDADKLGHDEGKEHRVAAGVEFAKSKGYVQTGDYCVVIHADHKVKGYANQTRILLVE
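Purified LmPK (0.1 nM) with 0.5 mM PEP and 0.1 mM ADP in imidazole buffer pH 7.2 with MgCl2/KCl, 1 h at room temperature. ATP formed was read by luciferase luminescence and normalized to no-enzyme and uninhibited controls.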
TbPYK inhibitor – inhibitors of Trypanosoma brucei pyruvate kinase | Q57TT1 | 410,000 compounds, 0.12% hits | Potency, µM (highest dose often 76.8 µM), for the others: at the top dose activity, negative = inhibition, actives largely listed as inhibitors | AID 624173 | TbPYK enzyme, Kinase-Glo Plus ATP luminescence, 45 min; note: potency is the fitted concentration of half-maximal effect; % is set by controls: 0 for no effect and ±100 for the full control effect; nearly all actives have a fitted effect of over 50% in size
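Luminescence from Kinase-Glo Plus, added after a 45-minute room-temperature reaction, served as the end-point read-out. The enzyme and substrate were preincubated with compound before ADP (130 uM final) initiated turnover. Concentration-effect curves came from normalized qHTS data.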
AMA1-RON2 inh – AMA1-RON2 (P. falciparum) interaction inhibition. AlphaScreen AMA1-biotinylated RON2 peptide binding. Potency, µM (highest dose often 58.2 µM), without a hit: at the highest dose activity change, negative = inhibition, usual class: inhibitors. 360,000 compounds, 0.2% hits. AID 720542;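 note: potency is the fitted concentration of half-maximal effect; 0% = vehicle wells and -100% = peptide control; nearly all actives have a fitted effect of over 45% in size; some results filed as inactive show a strong effect at the top dose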
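AMA1 (3D7) with his tag at 25 nM final met compounds first, then biotinylated RON2 peptide at 25 nM; detection used donor plus acceptor beads, 10 µg/mL apiece, read by AlphaScreen after 30 min at room temperature.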
Pf growth 48h – P. falciparum growth inhibition at 48 hours (one generation). P. falciparum luciferase growth in erythrocytes, 48 h. Potency, µM (top dose mostly 28.7 µM), inactives show at the highest dose activity change, negative = inhibition, usual class: inhibitors. 310,000 compounds, 5.9% hits. AID 504832; note: potency is the fitted concentration of half-maximal effect; % is set by controls: 0 for no effect and ±100 for the full control effect
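Luciferase-expressing parasites in RBCs, 2% Hct / 0.1% parasitemia final; RPMI 1640 + 0.5% Albumax; 37 C, 5% CO2, one generation; luminescence read-out, lower signal = inhibition.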
Shiga inhibitor – Shiga toxin inhibition; Vero cells, Shiga toxin protein synthesis inhibition reporter; inhibition, % at 38.7 µM; 290,000 compounds, 9.2% hits; AID 2315; in the data active = inhibition mostly above about 28%, no sharp cut-off; inactive = mostly below about 43%; note: 0% is about no effect
Cycloheximide cs – affects cycloheximide protein synthesis inhibition readout, counter-screen; cell reporter, cycloheximide protein synthesis inhibition counterscreen; max response, %; 300,000 compounds, 12% hits; AID 2314; in the data active = max response mostly above about 13%, no sharp cut-off; inactive = mostly below about 14%; note: read at 38.3 µM for the half of the compounds with a filed dose; 0% is about no effect
Pf growth 96h – P. falciparum growth inhibition at 96 hours; P. falciparum luciferase reporter growth, 96 h; Potency, µM (highest dose often 28.7 µM), without a hit: at the top dose activity change, negative = inhibition, hits mostly inhibitors; 320,000 compounds, 6.9% hits; AID 504834; note: potency is the fitted concentration of half-maximal effect; % is set by controls: 0 for no effect and ±100 for the full control effect
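Two-generation exposure (96 h) targets delayed-death phenotype. Reporter parasites carrying integrated firefly luciferase, in red cells at 2% hematocrit and 0.05% parasitemia final, kept at 37 C, 5% CO2; luminescence loss indicates inhibition.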
The depositor's hits bear a star; ? = inconclusive; . = not tested or not shown; [ ] = dose if it differs, or a comment. Unless noted, calls come from the whole dose curve; as a rule, active = well fitted curve in the direction sought with a large enough effect; inconclusive = small, poorly fitted or top-dose-only effect, or another doubt; inactive = no such curve, though single readings can be large; an effect the other way counts as inactive or inconclusive.

SMILES	LmPK inh	TbPYK inhibitor	AMA1-RON2 inh	Pf growth 48h	Shiga inhibitor	Cycloheximide cs	Pf growth 96h
CCc1ccc(S(=O)(=O)c2nnn3c2nc(N2CCOCC2)c2ccccc23)cc1	2.5%	3.2%	-14.2%	-27.4%	0.5	-4.4	25.6%
O=C(CC1C(=O)NCCN1Cc1ccoc1)NCCCn1ncc2ccccc21 (centres undefined)	-8.7%	0.9%	5.7%	-14.8%	43.0	8.1	0.0%
COc1ccc2nc(N/C(N)=N/C(=S)Nc3ccc(C)c(C)c3)nc(C)c2c1	0.8%	.	.	2.5%	-8.6	3.3	?
CC(c1ccccc1)n1c(-c2ccc(Cl)cc2)n[nH]c1=S (centres undefined)	?	?	86.4%[activator]	17.1%	11.3	-1.0	?
CC(C)c1nc(SCC(=O)c2c[nH]c3ccccc23)n[nH]1	-1.1%	-6.5%	-1.2%	-0.4%	32.0	9.3	?
CC(COc1ccccc1)N1CCC(CO)(Cc2ccccc2)CC1 (centres undefined)	2.9%	2.6%	-9.9%	?	-12.1	-1.5	-4.2%
CN(C)S(=O)(=O)N1CCc2ccccc2C1	1.9%	-6.9%	12.0%	2.5%	-14.6	-10.6	-1.4%
O=C(O)[C@@H]1CCCN1S(=O)(=O)c1cccc2cccnc12	.	-3.0%	17.8%	20.1%	.	.	73.4%[activator]
COc1ccc(/C=N/n2cncn2)cc1CSc1ccccn1	-2.9%	-4.9%	-3.3%	-9.9%	-4.2	4.1	.
CCOC(=O)CNC(=O)CSc1ncnc2c1nnn2-c1ccc(F)cc1	1.4%	-0.8%	-1.4%	-8.4%	6.6	-2.4	?
COc1ccc(NCc2nnc(SCC(=O)N3CCCc4ccccc43)n2C)cc1	5.4%	8.8%	-0.6%	?	-16.8	13.9	-17.8%[5.75 µM]
Cc1ccc(N(C(=O)c2ccccn2)C(C(=O)NC2CCCCC2)c2ccncc2)cc1 (centres undefined)	-3.2%	0.3%	-2.3%	21.8%	13.4	8.9	?
CCOC(=O)c1c(NC(=S)N2CCCCC2)sc2c1CCN(C(=O)OCC)C2	3.3%	-12.4%	0.2%	?	4.4	1.1	?
CO[C@H]1CC=C2CCN3CCC4=C(CC(=O)OC4)[C@]23C1	.	4.4%	1.0%	14.3%	3.2	3.3	111.0%[activator]
COc1ccccc1NC(=O)CCSc1ccc(C)cc1	-13.1%	-7.1%	-3.5%	-0.8%	13.5	8.2	-2.9%
CCOC(=O)c1ccc(NC(=O)Cn2nnc3ccccc32)cc1	-0.2%	-0.6%	13.1%	100.4%[activator]	91.8*	32.2*	24.6%
COc1ccc(-c2cc(C)no2)cc1S(=O)(=O)N1CC(=O)Nc2ccccc21	10.0%	-3.6%	6.4%	?	-2.6	-2.5	-25.5%
O=S(=O)(Nc1ccccc1)c1cccc2nonc12	0.6%	7.3%	8.1%	5.5%	7.5	5.3	8.2%
Cc1ccccc1NC(=O)CN1CCOCC1	2.6%	0.4%	-8.9%	25.6%	-11.4	0.4	?
COc1ccc(C(NC(C)=O)c2c(O)ccc3ccccc23)cc1OC (centres undefined)	-0.9%	0.9%	-0.1%[11.6 µM]	-1.1%	7.9	10.0	-96.3%
CN(C(=O)COC(=O)CCC(=O)c1ccccc1)c1c(N)n(Cc2ccccc2)c(=O)[nH]c1=O	.	1.1%	2.6%	16.0%	.	.	31.9%[activator]
Cc1ccc(C(=O)COC(=O)c2cccc([N+](=O)[O-])c2)s1	.	-8.1%	-8.5%	64.3%[activator]	.	.	25.1%
CC(OC(=O)c1ccc(Cl)c(S(=O)(=O)N2CCCC2)c1)C(=O)NC1CCCCC1C (centres undefined)	-0.2%	.	.	?	3.7	-0.1	?
O=C1C[C@@H]2c3c(cccc3CN1Cc1ccc(F)cc1)C[C@@H](O)[C@H]2O	.	2.6%	-0.5%	24.9%	.	.	0.0%
O=C(Cc1ccc(Br)cc1)Nc1ccc(S(=O)(=O)N2CCCC2)cc1	-6.5%	.	.	?	-24.0	11.4	178.1%[activator]
CCCCCOc1ccc(C(=O)NC(C(=O)O)C(C)C)cc1 (centres undefined)	-4.7%	17.7%	4.8%	14.6%	-2.1	-1.4	?
CC(C)Cc1c(O)nc(SCC(=O)N2CCCCCC2)[nH]c1=O	2.4%	4.7%	-6.3%	-25.5%	-5.9	-3.7	37.9%[activator]
COc1ccc(C2=NN(C(=O)CSc3nnc(C)n3C)C(c3ccco3)C2)cc1 (centres undefined)	-7.5%	-10.5%	-3.3%	?	15.9	-1.7	-11.9%
CC1CC(CC(=O)Nc2nc(-c3ccccc3)cs2)C(=O)O1 (centres undefined)	-0.7%	-5.6%	-4.1%	-22.8%[5.75 µM]	12.9	2.5	15.6%[5.75 µM]
COc1ccc(-c2[nH]ncc2Oc2ccccc2OC)c(O)c1	-1.6%	4.2%	10.7%	?	-5.5	-1.3	-13.5%
COc1ccc(-n2cnc3cc(NCc4ccco4)ccc32)cc1	1.6%	-25.7%	?	.	66.3	20.3	?
COc1ccc(/C(C)=N/NC(=O)c2ccccc2OCc2ccccc2)c(OC)c1	-2.1%	-1.8%	23.6%	?	165.4*	33.0*	19.3%
C/C(CC(=O)Nc1ccccn1)=N\NC(=O)c1ccccc1	-4.1%	.	.	23.7%	20.5	29.6*	42.3%[activator]
CCCCCCn1c(N2CCN(c3ccccc3)CC2)nc2c1c(=O)n(C)c(=O)n2C	4.6%	5.1%	?	6.57µM*	-7.6	0.9	.
Cc1cccc(NC(=O)N2C3CCCC2CC(NC(=O)C2CC2)C3)c1 (centres undefined)	-3.5%	-1.0%	0.0%	-5.2%	-3.6	-6.3	20.8%
CCn1nc(C)c(NC(=O)c2cnn3c(C(F)F)cc(-c4ccccc4)nc23)c1C	12.0%	4.2%	-18.4%	?	-1.3	-2.3	?
O=C(NCCOc1ccccc1F)c1ccc2c(=O)n3c(nc2c1)CCC3	.	1.2%	50.9%[activator]	215.5%[activator]	.	.	302.5%[activator]
Cc1cccc(C)c1OCc1cc(C(=O)NCC2CC2)no1	-5.1%	1.4%	3.3%	?	88.2	10.0*	14.7µM*
CCOc1ccccc1NC(=O)CN1CCC(C(=O)c2ccc(F)cc2)CC1	-5.9%	0.0%	-15.5%	?	19.0	-4.4	10.7%
Cn1nnnc1SCC(=O)Nc1ccc(N2CCOCC2)cc1	-8.3%	2.6%	-3.9%	53.0%[activator]	23.6	9.6	0.0%
Cc1ccc(S(=O)(=O)N2CCCC2CO)cc1 (centres undefined)	1.6%	-3.0%	6.3%	21.1%	10.4	-3.1	13.2%
O=C(NN1C(=O)C2C3C=CC(O3)C2C1=O)c1cccc(Br)c1 (centres undefined)	-0.1%	-9.9%	5.1%	-1.0%	-9.0	-2.4	17.1%
CC(=O)N1CCc2cc(S(=O)(=O)Nc3cccc(C(F)(F)F)c3)ccc21	11.1%	9.0%	12.3%	.	-17.1	-3.6	34.9%[activator]
CCc1ccc2nc(NC3=NCN(CCN4CCOCC4)CN3)nc(C)c2c1	0.7%	.	.	-57.1%	-5.9	-4.2	7.4%
Cc1ccc(SCCNC(=S)Nc2ccc(C)c(C)c2)cc1	9.6%	-1.7%	23.2%	?	-10.4	1.6	-8.4%
CCCCN1C(=O)C2NN=C(C(=O)OC)C2C1=O (centres undefined)	-0.9%	-9.0%	3.3%	.	5.2	-0.7	-7.2%
CCOc1ccc(Cl)cc1C1=CC(=O)C[C@H](c2ccc(OC)cc2)C1	.	3.0%	-0.8%	?	.	.	?
O=C(OCCOc1ccccc1)c1n[nH]c2ccccc12	9.2%	5.8%	3.9%	222.2%[activator]	55.2*	47.3*	179.6%[activator]
O=C(Nc1nc2ccccc2n1CCN1CCCCC1)C1CCCCC1	0.7%	1.9%	19.4%	?	-10.3	-4.2	?
O=C(Cn1ncc2c(=O)oc3ccccc3c21)N1CCC(N2CCCCC2)CC1	0.2%	-1.2%	1.2%	16.8%	17.6	-5.0	11.7µM*
COc1ccc(N2CC(C(=O)Nc3nccs3)CC2=O)cc1 (centres undefined)	0.4%	-0.5%	7.5%	11.1%	-20.9	-3.8	-52.3%
Cc1ccccc1OCC(=O)NCCCNC(=O)c1cccnc1	-16.2%	-1.7%	-3.9%	-0.5%	3.0	1.1	-19.0%
CCN(CC)C(=O)C[n+]1cccc(C(N)=O)c1	2.7%	-17.6%	0.9%	-5.0%	10.8	-2.5	?
O=C(CCNc1ccc(Cl)c(C(F)(F)F)c1)c1ccco1	-8.3%	0.6%	0.0%	14.4%	17.2	11.0	-11.2%
O=C(N=Nc1c(O)n(Cc2ccccc2)c2ccccc12)c1ccc(O)cc1	-4.2%	-4.0%	-7.4%	?	59.6*	64.4*	11.7µM*
Clc1ccccc1-c1nc2ccccc2[nH]1	-28.9%	-2.5%	0.6%	74.7%[activator]	81.4*	52.9*	164.4%[activator]
CC(C)(C)C1(C)OC(C(N)=O)C(C(N)=O)O1 (centres undefined)	-2.3%	7.1%	-0.8%	18.0%	-3.4	-3.0	0.8%
CCOCCc1nnc(NC(=O)CCc2ccccc2)s1	4.7%	-6.5%	4.4%	-0.6%	-2.4	3.1	-22.7%
Cc1cc2n(n1)SC(Nc1ccc(F)cc1)N2 (centres undefined)	1.9%	-20.1%	39.3%[activator]	50.8%[activator]	41.0*	12.8*	32.7%[activator]
CC1CC2=C(NC(=S)NC2c2cccc(F)c2)/C(=C/c2cccc(F)c2)C1 (centres undefined)	4.0%	-4.8%	22.2%	?	2.3	-3.0	6.1%

4 neighbouring entries out of the list so far:
SMILES	LmPK inh	TbPYK inhibitor	AMA1-RON2 inh	Pf growth 48h	Shiga inhibitor	Cycloheximide cs	Pf growth 96h
CCc1ccc2nc(NC3=NCN(CCN4CCOCC4)CN3)nc(C)c2c1	0.7%	.	.	-57.1%	-5.9	-4.2	7.4%
Cc1ccc(SCCNC(=S)Nc2ccc(C)c(C)c2)cc1	9.6%	-1.7%	23.2%	?	-10.4	1.6	-8.4%
CCCCN1C(=O)C2NN=C(C(=O)OC)C2C1=O (centres undefined)	-0.9%	-9.0%	3.3%	.	5.2	-0.7	-7.2%
CCOc1ccc(Cl)cc1C1=CC(=O)C[C@H](c2ccc(OC)cc2)C1	.	3.0%	-0.8%	?	.	.	?

Continuation.
SMILES	LmPK inh	TbPYK inhibitor	AMA1-RON2 inh	Pf growth 48h	Shiga inhibitor	Cycloheximide cs	Pf growth 96h
O=C(O)c1cc(Br)ccn1	-2.2%[11.5 µM]	2.7%	?	20.5%	-5.0	-1.8	37.0%[activator]
COc1ccc(CCNS(=O)(=O)c2cc(/C=C/C(=O)O)ccc2C)cc1OC	0.8%	-0.3%	-9.6%	-2.0%	-23.7	1.4	-15.5%
CN(C)c1nc(N)nc(-c2cccnc2)n1	2.5%	-0.4%	8.0%	15.0%	5.8	-2.6	?
COc1ccccc1CNC(=O)COC(=O)C1CCN(c2ccc(C(F)(F)F)cn2)CC1	.	-0.9%	-9.3%	10.9%	.	.	43.5%[activator]
